GCN5L2 inh = qHTS Assay for Inhibitors of GCN5L2; Histone acetyltransferase KAT2A (Homo sapiens), Q92830; GCN5L2 HAT assay, ThioGlo1 CoA-SH fluorescence; Potency, µM (series often up to 58.9 µM), for the others: at the top dose activity change, negative = inhibition, most hits filed as inhibitors; hit rate 0.21% among 390,000
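Titration-based screen in which CoA formation is detected via maleimide probe ThioGlo1 (50uM) turning fluorescent on thiol reaction; substrates H3(1-25) 75uM and acetyl-CoA 70uM, GCN5L2 20nM, 20 min incubation at room temperature.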
TDP1 cell CPT = qHTS for Inhibitors of human tyrosyl-DNA phosphodiesterase 1 (TDP1): qHTS in cells in presence of CPT. hit rate 12% among 420,000. chicken DT40 Tdp1-/-;hTDP1 cells + 20 nM CPT, ATP luminescence, 48 h. Potency, µM (titrated, usually from 46.2 µM), for the others: top-dose activity change, negative = growth inhibition, most hits filed as inhibitors; also: nearly all actives have a fitted effect of over 55% in size
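Chicken DT40 Tdp1-/- cells stably complemented with human TDP1 were seeded at 400 cells/well in medium containing 20 nM camptothecin, exposed to pin-transferred compounds, and grown at 37 °C for at least 48 hr. Viability was read as ATP luminescence.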
FEN1 inhibitor = qHTS Assay for the Inhibitors of Human Flap endonuclease 1 (FEN1); hit rate 0.35% among 390,000; Recombinant FEN1 flap cleavage, fluorescence, 15 min; Potency, µM (top dose mostly 114 µM), for inactives: top-dose activity change, negative = inhibition, hits mostly inhibitors; also: nearly all actives have a fitted effect of over 65% in size
Target sequence (P39748 whole entry, looked up): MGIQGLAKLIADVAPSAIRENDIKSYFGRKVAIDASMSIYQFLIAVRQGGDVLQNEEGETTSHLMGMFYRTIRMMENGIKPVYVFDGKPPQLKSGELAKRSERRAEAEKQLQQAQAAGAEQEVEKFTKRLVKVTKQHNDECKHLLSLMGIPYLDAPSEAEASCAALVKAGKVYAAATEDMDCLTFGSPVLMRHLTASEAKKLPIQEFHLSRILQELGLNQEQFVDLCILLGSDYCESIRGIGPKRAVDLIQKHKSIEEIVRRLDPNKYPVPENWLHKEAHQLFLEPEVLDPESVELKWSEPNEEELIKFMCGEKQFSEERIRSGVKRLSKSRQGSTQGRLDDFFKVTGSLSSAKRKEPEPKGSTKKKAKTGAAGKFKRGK
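FEN1 at 10 nM, compound pretreatment for 15 min (room temperature), 50 nM final substrate to initiate; endpoint reads at 0 and 15 min; DMSO-only plates used as vehicle background.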
Numbers without * were called inactive; ? = inconclusive; · = no result given; & = joins results of further samples; [ ] = another dose, or the depositor's remark. Calls follow the shape of the dose curve; as a rule, active = well fitted curve in the direction sought with a large enough effect; inconclusive = small, poorly fitted or top-dose-only effect, or another doubt; inactive = no such curve, though single readings can be large; an effect the other way counts as inactive or inconclusive. % is scaled to controls: 0 for no effect and ±100 for the full control effect; potency is read from the fitted curve at half-maximal effect. This is a subset; count on the stated rates, not on these rows.

SMILES | GCN5L2 inh | TDP1 cell CPT | FEN1 inhibitor
O=C(Cc1ncc(C(F)(F)F)cc1Cl)NNc1cccc(F)n1 | -5% | 27% | -2%
COc1cccc(CC(=O)N(CCC2=CCCCC2)c2c(N)n(Cc3ccccc3)c(=O)[nH]c2=O)c1 | -1% | 3% | -10%
CC1CCC(NC(=O)CCS(=O)(=O)c2ccc3c(c2)CC(C)N3C(=O)C2CC2)CC1 (stereo unspecified) | -5% | ? | 1%
COc1ccc(CN2CCCC(CNC(=O)c3ccc(F)cc3)C2)c(C)c1C (stereo unspecified) | 0% | -27% | -4%
O=C(Cn1cncn1)NCc1ccccc1Br | -23% | -4% | -6%
CCNC(=O)n1cc(-n2cncn2)c(-c2ccc(Cl)cc2)n1 | 3% | 0% | 16%
Cc1ccn2c(NC3CCCC3)c(-c3ccsc3)nc2c1 | -3% | ? | -5%
Cc1cccc(-n2cnc3c(sc4nc(N5CCOCC5)c5c(c43)CCCC5)c2=O)c1 | -7% | ? | -15%
CCN(CC)S(=O)(=O)c1ccc(/C=C/C(=O)OCC(=O)NCc2ccc3c(c2)OCO3)cc1 | -7% | ? | 4%
O=C(Nc1ccccc1)c1ccc(CN2CCc3ccccc3C2)cc1 | -7% | -17% | 20%
CCc1cccc(C)c1NC(=O)CSc1nnc(Cc2csc(C)n2)o1 | -5% | -14% | 3%
CCC(Oc1ccccc1)C(=O)Nc1ccc(O)c(-c2nc3cc(C)ccc3o2)c1 (stereo unspecified) | ? | -28% | 1%
COc1cc(NC(=O)CN2CCC(Cc3ccccc3)CC2)c(C)cc1[N+](=O)[O-] | 1% | 7.3µM* | -6%
Cc1ccc(C(=O)C2=C(O)C(=O)N(CCCN3CCOCC3)C23C(=O)N(C)c2ccccc23)o1 (stereo unspecified) | -3% | 2% | -7%
COc1ccc(-n2nnnc2S(=O)(=O)Cc2ccc(C(=O)O)cc2)cc1 | -15% | 15µM* | -4%

Entries listed so far that have an aryl methoxy group (four):
SMILES | GCN5L2 inh | TDP1 cell CPT | FEN1 inhibitor
COc1cccc(CC(=O)N(CCC2=CCCCC2)c2c(N)n(Cc3ccccc3)c(=O)[nH]c2=O)c1 | -1% | 3% | -10%
COc1ccc(CN2CCCC(CNC(=O)c3ccc(F)cc3)C2)c(C)c1C (stereo unspecified) | 0% | -27% | -4%
COc1cc(NC(=O)CN2CCC(Cc3ccccc3)CC2)c(C)cc1[N+](=O)[O-] | 1% | 7.3µM* | -6%
COc1ccc(-n2nnnc2S(=O)(=O)Cc2ccc(C(=O)O)cc2)cc1 | -15% | 15µM* | -4%

Later entries.
SMILES | GCN5L2 inh | TDP1 cell CPT | FEN1 inhibitor
C[C@@H](CCCCC(=O)Nc1ccc(C(F)(F)F)cc1)NCCc1cnc[nH]1 | -10% | -6% | ·
CCNc1nc(NCC)n2c(SCC(=O)Nc3ccccc3[N+](=O)[O-])nnc2n1 | -6% | -2% | -2%
CCOC(=O)CN(Cc1ccc(OC)c(OC)c1)S(=O)(=O)c1ccc(OC)cc1 | 0% | ? | -17%
CC(=O)N1CCC(N(C(=O)Nc2ccc(Cl)cc2)C(C)C)CC1 | -5% | -1% | -6%
O=C(COC(=O)c1cc(S(=O)(=O)N2CCOCC2)ccc1Cl)Nc1ccccc1Cl | -1% | 1% | 1%
Cc1ccc(-c2n[nH]c(=S)n2/N=C/c2cc3c(cc2[N+](=O)[O-])OCO3)cc1 | 3% | -1% | -10%
Cn1nc(CC(=O)NC2CCCCCC2)c2ccccc2c1=O | 1% | 18µM* | -12%
COC(=O)c1ccc(OCC(O)CNC2CCCC2)cc1 (stereo unspecified) | 5% | -16% | -14%
Cc1cc2ccccn2c1C(=S)NC(=O)c1ccccc1 | -1% | ? | -15%
O=C(CCc1nc(-c2ccccc2F)no1)Nc1cccnc1 | -9% | ? | -5%
C/C(=N\OC(=O)Nc1ccccc1)c1cnn(-c2cc(C(F)(F)F)cc(C)n2)c1C | -3% | -22% | -2%
O=C(Nc1cccc(-n2cnnn2)c1)c1cc(Cl)ccc1Cl | -15% | -18% | -13%
NC1=NC[C@H](Cc2ccc(O)cc2)N1CCc1cccc2ccccc12 | 1% | 18µM* | -17%
CCC1Sc2ccccc2N(CC(=O)NCc2ccc3c(c2)OCO3)C1=O (stereo unspecified) | 2% | ? | -7%
O=C(Nc1ccn(Cc2ccccc2F)n1)c1ccc(COc2ccccc2Cl)cc1 | -1% | ? | -1%
c1cc(-c2nn[nH]n2)ccc1CN1CCCCC1 | -14% | -13% | 6%
Cc1ccn2c(NC3CCCC3)c(-c3ccncc3)nc2c1 | 2% | ? | 8%
CNC(=O)COC(=O)/C=C/c1cccs1 | -13% | 8% | 3%
Fc1ccc(CSc2nnc(-c3cnccn3)n2Cc2ccco2)cc1 | 0% | -24% | -16%
Clc1ccc(-c2csc(-c3ccno3)n2)cc1 | 0% | 12% | 5%
CCOc1ccc(CNCc2c(C(=O)O)c(C)n(Cc3ccc(C)cc3)c2C)cc1 | -3% | ? | -1%
Cc1ccc(C(=O)NCc2cccc(C(F)(F)F)c2)cc1S(=O)(=O)N1CCCCC1 | -5% | ? | 5%
COc1ccc(Cl)cc1N(C(=O)c1ccco1)C(C(=O)NC1CCCC1)c1cccnc1 (stereo unspecified) | 4% | 10% | -3%
CCCCC(=O)Nc1nc2ccc3nc(C)sc3c2s1 | -3% | ? | -1%
Cc1cc(Cl)c2oc(C(=O)N(C)CCCN3CCOCC3)c(C)c2c1 | ? | ? | 7%
CCN1CCN(c2cc(C)c3cc(NC(=O)c4cccs4)ccc3n2)CC1 | -4% | ? | -30%
COc1cc(S(=O)(=O)NCc2ccncc2)c(OC)cc1Cl | -2% | -2% | -1%
CCOc1cc(C(=O)NCCC(=O)N2CCC3(CC2)NCCc2[nH]cnc23)cc(OCC)c1OCC | -4% | 2% | 19%
CCc1ccc(C(=O)COC(=O)c2n[nH]c3ccccc23)cc1 | -9% | -30% | 0%
COc1cccc(C(=O)Cn2c(NCCCO)nc3ccccc32)c1 | -25% | -22% | 0%

Whole records as entered above.
Shown for Cc1ccc(C(=O)NCc2cccc(C(F)(F)F)c2)cc1S(=O)(=O)N1CCCCC1 → GCN5L2 inh: -5%; TDP1 cell CPT: ?; FEN1 inhibitor: 5%
Shown for CCOc1cc(C(=O)NCCC(=O)N2CCC3(CC2)NCCc2[nH]cnc23)cc(OCC)c1OCC → GCN5L2 inh: -4%; TDP1 cell CPT: 2%; FEN1 inhibitor: 19%

The list continues:
SMILES | GCN5L2 inh | TDP1 cell CPT | FEN1 inhibitor
COc1ccc(CNC(=O)c2ccc(S(=O)(=O)N3CC(C)CC(C)C3)cc2)cc1OC (stereo unspecified) | · | ? | -5%
COc1ccc(CCC(=O)Nc2ccc(N3CCOCC3)c(S(=O)(=O)Nc3ccc(OC)cc3)c2)cc1 | · | ? | -20%
CCc1ccc2oc(C(=O)NCCc3ccc(S(N)(=O)=O)cc3)cc(=O)c2c1 | -9% | -3% | 18%
COc1ccc(NC(=O)Nc2cccc3c2O[C@@H](CN(C)CC2CCCCC2)[C@@H](C)CN([C@H](C)CO)C3=O)cc1 | -3% | 23µM* | 9%
Cc1ccc(C(=O)Nc2c(C(=O)N3CCOCC3)cnn2-c2ccccc2)cc1 | · | -5% | -3%
N#CC(C(=O)OCc1ccccc1)c1nc2ccccc2nc1N1CCOCC1 (stereo unspecified) | -7% | -21% | -5%
Cc1cccc(C)c1N(CC(=O)Nc1cc(Cl)ccc1Oc1ccccc1)S(C)(=O)=O | 4% | ? | -7%
Cc1csc(OCC(=O)Nc2ccc(C)c(C)c2)n1 | -7% | -4% | -2%
COC(Cn1cc(C)c(=O)[nH]c1=O)OC | -2% | 4% | 8%
C#CCOc1c(Br)cc(/C=N\NC(=O)CN2CCOCC2)cc1OCC | -2% | 2% | -14%
NC(=O)N1c2ccccc2CC(=O)c2ccccc21 | 0%&1%&-4% | ? | 0%
COc1ccc(NC(=O)c2ccco2)cc1NC(=O)c1cccc(OC(C)C)c1 | -28% | ? | ?
Cc1ccc(-c2nc(NCC3CCCO3)sc2C)cc1 (stereo unspecified) | 1% | ? | -2%
COc1cccc(N2CN(C3CCCCC3)CNC2=S)c1 | 2% | -21% | 1%
CC(=O)c1ccc(NC(=O)NCCc2c[nH]c3ccccc23)cc1 | -8% | ? | 0%
O=C(COC(=O)CSc1ccc(Br)cc1)NCc1ccco1 | -7% | -20% | 1%
CCCOc1cccc(OCCSc2nc(C)cc(=O)[nH]2)c1 | -5% | -16% | -18%
O=C(COC(=O)/C=C/c1ccccc1Cl)NC(=O)Cc1ccccc1 | 3% | 5% | -4%
O=C(Nc1ccc(N2CCN(C(=O)c3cccs3)CC2)cc1)c1cccc(F)c1 | -8% | 16µM* | 0%
CCN(CC)Cc1cc(C(=O)O)c(-c2ccccc2)o1 | -8% | -17% | -4%
O=C(CSC1=NCCN1)NC(c1ccccc1)c1ccccc1 | -7% | ? | 4%
Cc1nnc2c3ccccc3nc(Nc3ccc(F)cc3Cl)n12 | -2% | -19% | 1%
CN(C)S(=O)(=O)c1cccc(C(=O)OCC(=O)Nc2sccc2C(N)=O)c1 | -8% | 15µM* | -13%
O=C(COc1ccccc1)Nc1ccc(S(=O)(=O)N2CCOCC2)cc1 | -13% | -29% | -8%
Cc1cccc(C(=O)NNC(=O)c2ccc(Cl)cc2)c1O | -2% | ? | 3%
Cc1cc(C)n(-c2nnc(Nc3ccc(C)c(C)c3)c3ccccc23)n1 | -6% | ? | -24%
Cc1[nH]nc2c1C(c1ccsc1C)C(C#N)=C(N)O2 (stereo unspecified) | 0% | ? | -15%
O=C1c2[nH]c(=O)[nH]c(=O)c2CN1Cc1ccccc1 | · | -6% | -2%
COc1cc(Cl)cc(C2NC(=O)NC(C)=C2C(C)=O)c1OCC(=O)O (stereo unspecified) | -5%[0.501 µM] | 1% | -13%
COC1Cc2ccccc2N(C(N)=O)c2ccccc21 (stereo unspecified) | · | 32%[activator] | 2%
O=C(Oc1cc(=O)oc2ccccc12)c1ccco1 | -4% | -1% | -3%
COc1ccc(-c2ccc(CCC(=O)O)n2CC(=O)Nc2cccc(Cl)c2C)cc1 | -6% | 9% | -8%
Cc1cc(NC(=O)c2ccco2)cc(-c2nc3ccccc3o2)c1O | -18% | · | 7%
N#CC(c1nc2ccccc2nc1N1CCOCC1)S(=O)(=O)c1ccccc1 (stereo unspecified) | 0% | -7% | -6%
CS(=O)(=O)N1CCCCC1CCN1CCCCC1 (stereo unspecified) | · | 3% | -2%
COc1ccc(N=C2c3ccccc3-c3ccc([N+](=O)[O-])cc32)cc1 | · | -18% | -26%
CN(c1ccccc1)S(=O)(=O)c1cc(C(=O)OCC(N)=O)ccc1Cl | -3% | -4% | 19%
c1ccc(SCc2nc(-c3ccccn3)no2)cc1 | 2% | -9% | -9%
CC1Cc2cc(S(=O)(=O)N3CCN(C)CC3)ccc2N1C(=O)C1CC1 (stereo unspecified) | -5% | -6% | 16%
O=C(CCCCn1ccc(=O)[nH]c1=O)Nc1ccc(C(=O)O)c(O)c1 | · | -3% | 5%
COc1cc(CNCc2cc(OC)c(OC)c(OC)c2)cc(OC)c1 | -1% | 13µM* | 4%
COc1ccc(CC(C)Nc2cccc(SC)c2)cc1 (stereo unspecified) | -1% | 1% | 13%
O=C(NCCCCc1ccccc1)c1nn(-c2ccccc2)nc1CO | -5% | -16% | -19%
COc1ccc(CCNC(=O)CCCN2C(=O)c3ccccc3C2=O)cc1OC | -3% | 5% | 0%
CCN(C(=O)CSc1nnc(-c2ccncc2)n1Cc1ccccc1)C1CCS(=O)(=O)C1 (stereo unspecified) | -3% | 13% | -1%
CCN(C(=O)c1c(-c2ccccc2Cl)noc1C)C1CCCCC1 | 1% | ? | 1%
COc1ccc([N+](=O)[O-])c(OC)c1C(=O)Nc1ccc(F)cc1F | -8% | 1% | 15%
O=C(Nc1ccc2ccccc2c1)c1ccc(Cl)cc1 | 1% | -9% | 22%
Cc1c(C(=O)Nc2ccccc2-c2ccccc2)cccc1[N+](=O)[O-] | ? | -13% | -23%
Cc1c(NC(=S)NC(=O)C(c2ccccc2)c2ccccc2)cccc1C(=O)O | 3% | -11% | 8%
N[C@@H](C(=O)O)c1ccc(O)c(C(=O)O)c1 | -18%[0.501 µM] | 14% | 50µM*
CCCCNC(=O)c1onc(CSc2ccccn2)c1C(=O)NCCCC | · | ? | -1%

Source: PubChem BioAssay (National Center for Advancing Translational Sciences (NCATS))
